PLK1 PBD block = qHTS for Inhibitors of PLK1-PDB (polo-like kinase 1 - polo-box domain): Primary Screen. Potency, µM, for inactives: max response, negative = inhibition, actives largely listed as inhibitors. 360,000 compounds, 2.8% hits. Plk1 PBD binding of FITC phosphopeptide, fluorescence polarization; also: potency is read from the fitted curve at half-maximal effect; series mostly up to about 57 µM; % is scaled to controls: 0 for no effect and ±100 for the full control effect; nearly all actives have a fitted effect of over 65% in size
Target sequence (P53350 whole entry, looked up, the tested form may be a part): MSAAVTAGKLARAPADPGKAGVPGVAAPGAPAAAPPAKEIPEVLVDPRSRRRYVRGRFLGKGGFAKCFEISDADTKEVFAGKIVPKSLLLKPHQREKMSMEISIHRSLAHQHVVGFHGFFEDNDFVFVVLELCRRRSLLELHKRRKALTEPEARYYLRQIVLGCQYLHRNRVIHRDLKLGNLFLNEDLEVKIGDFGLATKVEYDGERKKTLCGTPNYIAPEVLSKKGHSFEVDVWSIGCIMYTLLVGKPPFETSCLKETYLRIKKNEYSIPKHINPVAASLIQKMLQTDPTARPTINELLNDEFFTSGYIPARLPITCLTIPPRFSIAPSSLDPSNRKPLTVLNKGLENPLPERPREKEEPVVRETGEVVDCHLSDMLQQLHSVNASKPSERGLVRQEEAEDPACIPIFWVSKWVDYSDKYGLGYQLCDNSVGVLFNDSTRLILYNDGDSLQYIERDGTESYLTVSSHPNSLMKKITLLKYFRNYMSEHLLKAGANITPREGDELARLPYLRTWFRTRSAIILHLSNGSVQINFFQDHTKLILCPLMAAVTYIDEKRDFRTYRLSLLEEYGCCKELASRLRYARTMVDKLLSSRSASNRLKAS
D3 antag = qHTS of D3 Dopamine Receptor Antagonist: qHTS; max response, negative = inhibition, %; AID 652054, 2013; D(3) dopamine receptor (Homo sapiens), P35462; D3R cells, DiscoveRx beta-arrestin luminescence, antagonist mode; active compounds read low; 360,000 compounds, 2.5% hits; in the data active = max response below about -50%; inconclusive = no clear call, values can overlap the other calls; also: % is scaled to controls: 0 for no effect and ±100 for the full control effect; mostly tested at two doses, the higher about 12 µM
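Cells expressing the human receptor were seeded at 1500 cells/well, incubated overnight at 37 degrees C in 5% CO2, then exposed to library compounds with dopamine controls for 90 minutes at 37 degrees C before luminescent detection.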
D3 ag = qHTS of D3 Dopamine Receptor Agonist: qHTS; D(3) dopamine receptor (Homo sapiens), P35462; D3R DiscoveRx beta-arrestin cells, luminescence, 90 min; max activation, %; 410,000 compounds, 0.58% hits; in the data active = max activation above about 30%; also: 0% is about no effect; mostly tested at two doses, the higher about 12 µM
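Agonist mode: compounds and dopamine controls were applied to plated cells for 90 min at 37 degrees C after an overnight attachment at 1500 cells/well. Luminescent read-out followed 30 - 60 minutes at room temperature with DiscoveRx detection reagent.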
GLP1R ag = qHTS of GLP-1 Receptor Agonists | Potency, µM (titrated, usually from 45.6 µM), for the others: top-dose activation, most hits filed as activators | AID 624172, 2012 | HEK293 GLP-1R CRE-luciferase, luminescence, 4-6 h; cells express a hypersensitive GLP-1R form | Glucagon-like peptide 1 receptor (Homo sapiens), P43220 | 380,000 compounds, 0.007% hits; also: potency is read from the fitted curve at half-maximal effect; % of control where 0% means no effect
Target sequence (P43220 whole entry, looked up): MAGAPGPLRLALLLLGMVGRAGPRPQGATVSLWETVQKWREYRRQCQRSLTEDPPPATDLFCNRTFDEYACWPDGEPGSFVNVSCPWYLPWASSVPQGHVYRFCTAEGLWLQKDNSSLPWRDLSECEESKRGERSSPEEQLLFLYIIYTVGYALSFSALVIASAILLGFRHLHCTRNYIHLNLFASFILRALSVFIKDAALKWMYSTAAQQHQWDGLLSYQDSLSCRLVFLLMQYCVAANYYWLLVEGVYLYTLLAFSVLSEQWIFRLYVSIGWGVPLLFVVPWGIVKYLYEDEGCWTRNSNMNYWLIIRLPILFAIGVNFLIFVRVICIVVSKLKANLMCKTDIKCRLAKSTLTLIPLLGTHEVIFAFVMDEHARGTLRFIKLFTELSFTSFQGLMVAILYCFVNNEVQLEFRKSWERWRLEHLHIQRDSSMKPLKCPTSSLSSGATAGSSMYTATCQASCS
PI5P4K alpha inh = qHTS for Inhibitors of phosphatidylinositol 5-phosphate 4-kinase (PI5P4K). Phosphatidylinositol 5-phosphate 4-kinase type-2 alpha (Homo sapiens), P48426. PI5P4Kalpha enzyme, ADP-Glo luminescence, 60 min; active compounds read low. max response, %. 330,000 compounds, 1.2% hits. AID 652105, 2013; active = max response of -50% or lower; inconclusive = between -30% and -50%; inactive = -30% or higher; also: value at the top dose of about 77 µM; % is scaled to controls: 0 for no effect and ±100 for the full control effect
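ADP-Glo luminescence end-point read after a 60 min room-temperature kinase reaction of PI5P4Kalpha plus substrate, initiated with ATP at 5 microM final. Buffer: 0.038 M HEPES pH 7.4, EGTA, 0.1% CHAPS, 5% DMSO.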
GLP1R inv ag = qHTS of GLP-1 Receptor Inverse Agonists (Inhibition Mode); Glucagon-like peptide 1 receptor (Homo sapiens), P43220; HEK293 GLP-1R CRE-luciferase, luminescence, 24 h; GLP-1R form is constitutively active; Potency, µM (highest dose often 38.3 µM), for the others: top-dose activity change, negative = inhibition, most hits filed as inhibitors; 410,000 compounds, 1.6% hits; also: potency is read from the fitted curve at half-maximal effect; % is scaled to controls: 0 for no effect and ±100 for the full control effect; nearly all actives have a fitted effect of over 55% in size
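Inverse agonism was detected as reduced cAMP-driven luciferase luminescence after 24 h compound treatment. The cells were HEK293 clones expressing constitutively active human GLP-1R with the reporter. Reporter-only and GPR119 cell lines served as counterscreen controls.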
HEK293 tox = qHTS of GLP-1 Receptor Inverse Agonists: Cytotox Screen; AID 624418, 2012; HEK293 cAMP-luciferase reporter cells, luminescence, 24 h; 410,000 compounds, 0.13% hits; Potency, µM (doses to about 38.3 µM), without a hit: at the highest dose activity change, negative = inhibition, usual class: inhibitors;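 also: loss of luciferase light is scored as toxicity; potency is read from the fitted curve at half-maximal effect; % is scaled to controls: 0 for no effect and ±100 for the full control effect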
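Quantitative HTS format, 1536 wells, 200 cells/uL seeded. Compounds: 23 nL, 24 h, 37 °C. Detection: luciferase reagent, luminescence at 12 min RT; decreased signal taken as cytotoxic.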
WRN helicase inh = qHTS for Inhibitors of WRN Helicase | 360,000 compounds, 0.46% hits | WRN helicase unwinding, fluorescent forked duplex, kinetic | Potency, µM (series often up to 114 µM), inactives show top-dose activity change, negative = inhibition, actives largely listed as inhibitors | AID 651768, 2012; also: potency is read from the fitted curve at half-maximal effect; % is scaled to controls: 0 for no effect and ±100 for the full control effect; nearly all actives have a fitted effect of over 55% in size
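Primary qHTS, 1536-well format. 20 nM WRN + compound, 15 min RT; start with 100 nM forked fluorophore/quencher duplex, 2 mM ATP (final); kinetic read ex 525/em 598 nm.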
IL2 activator = qHTS of IL-2 Activators. 360,000 compounds, 0.065% hits. activation, % (series mostly up to about 46 µM). IL-2 activation reporter assay, cell-based qHTS; stimulated with anti-CD3/CD4/CD28 beads; in transgenic mouse T cells; in the data active = activation above about 50%; inconclusive = mostly about 30% to 49%; also: 0% is about no effect
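Screening format: compound pinned onto unstimulated transgenic mouse T cells, 60 min incubation, then anti-CD3/anti-CD4/anti-CD28 bead stimulation for 18 hours at 37 degrees C, followed by EGFP and DsRed detection.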
* hit, by the source's call; ? = inconclusive; . = not tested or not shown; [ ] = dose if it differs, or a comment. Unless noted, calls follow the shape of the dose curve; as a rule, active = well fitted curve in the direction sought with a large enough effect; inconclusive = small, poorly fitted or top-dose-only effect, or another doubt; inactive = no such curve, though single readings can be large; an effect the other way counts as inactive or inconclusive.

SMILES	PLK1 PBD block	D3 antag	D3 ag	GLP1R ag	PI5P4K alpha inh	GLP1R inv ag	HEK293 tox	WRN helicase inh	IL2 activator
COc1ccc(N2CCN(C(=O)C3(C)CC3(Cl)Cl)CC2)cc1 (stereo unspecified)	6.5%	5.4	-0.5	9.9%	23.6	5.3%	-10.2%	-4.0%	0.5
O=C(NCC1CCCO1)c1ccc(NS(=O)(=O)c2ccccc2)cc1 (stereo unspecified)	-4.7%	8.6	9.6	-11.7%	0.9	10.3%	4.2%	1.4%	-2.0
Cc1c(O)nc(SCC(=O)Nc2nccs2)n(-c2ccccc2F)c1=O	4.1%	-26.9	-2.3	-0.7%	-3.9	8.2%	6.7%	-7.2%	-0.3
O=C(CNC(=S)N(Cc1ccccc1)Cc1ccccc1F)NCc1ccccc1	-6.4%	-4.1	-11.4	9.8%	1.7	-5.8%[0.307 µM]	9.7%[0.307 µM]	-4.9%	0.0
Cc1ccc(NC(=S)Nc2nc(CC(=O)Nc3ccccc3)cs2)cc1	?	8.0	17.1	-0.1%	.	-5.3%	-20.2%	5.6%	-1.8
Cc1ccc(SCC(=O)NCC2CCCO2)cc1 (stereo unspecified)	-2.6%	2.8	0.8	4.5%	3.5	5.3%	19.1%	-4.2%	-0.1
COc1ccc(C2CC(=O)C(C=NCCCO)=C(O)C2)cc1 (stereo unspecified)	-17.3%	-16.4	2.2	0.0%	-7.9	3.2%	-0.9%	-5.7%	-0.2
O=S(=O)(/N=C(/Nc1cccnc1)c1ccccc1)c1ccc(F)cc1F	-9.2%	18.0	0.8	0.3%	-6.4	8.4%	-25.4%	6.7%	-0.4
O=C(CCCc1ccccc1)c1ccccc1	0.1%	-2.9	2.6	7.3%	3.5	-21.7%	5.0%	-11.9%	-1.3
Cc1nnc2ccc(-c3cccc(NC(=O)c4ccc(Cl)nc4)c3)nn12	-5.2%	22.4	-3.5	22.1%	-2.1	94.9%[activator]	6.1%	-7.4%	-0.5
O=C(CS(=O)(=O)c1cn(CC(=O)N2CCOCC2)c2ccccc12)Nc1ccccc1F	0.9%	0.8	-2.3	8.3%	2.6	13.5%	6.2%	6.2%	-0.7
CN1CCN(c2ccc3c(c2)OC[C@@H](Cc2ccccc2)NS3(=O)=O)CC1	-7.2%	-24.5	-6.5	-2.9%	11.9	?	0.2%	4.5%	2.1
CN(C)CCCN(C(=O)CCc1ccccc1)c1nc2c(F)cccc2s1	5.2%	0.0	-21.0	5.4%	13.5	0.0%	-41.2%	-3.9%	-4.8
c1cnc(NCCNc2ncccn2)nc1	2.1%	15.4	1.5	-3.4%	.	-4.5%	-10.5%	-8.2%	-2.9
Cc1ccc(SCC(=O)c2ccc(CC(=O)O)s2)cc1	?	4.4	16.8	0.3%	?	-14.7%	-23.3%	?	0.3
O=C(c1ccc(CS(=O)c2ccccc2Cl)o1)N1CCN(C2CCCCC2)CC1 (stereo unspecified)	1.7%	-22.9	-9.7	-6.7%	1.1	-15.6%	-15.5%	18.9%	-3.4
CCN(c1ccccc1)S(=O)(=O)c1ccc(C(=O)N2CCOCC2)cc1	-0.9%	4.0	0.4	4.2%	5.0	7.1%	3.6%	0.6%	0.4
CSc1ccc(/C=C(\C(=O)O)c2ccc(S(=O)(=O)N3CCCC3)s2)cc1	-25.7%	2.1	2.5	-5.3%	?	15.7%	-7.8%	?	-0.3
O=C(NCc1ccc(F)cc1)c1ccc(CNc2c(N3CCOCC3)c(=O)c2=O)cc1	-8.2%	8.6	-1.1	13.6%	-13.7	6.5%	6.0%	4.1%	-2.4
CCN(CC(=O)Nc1ccc(NC(C)=O)cc1)C(=O)COc1ccc(C(=O)c2ccccc2)cc1	-4.2%	-0.7	-3.9	0.7%	-6.8	12.1%	-2.2%	-13.4%	-0.3
Cc1ccccc1S(=O)(=O)N(C)C[C@@H]1OCc2cnnn2CCCC(=O)N([C@H](C)CO)C[C@H]1C	-4.7%	-10.6	4.3	-3.8%	-9.4	5.2%	-2.8%	-9.9%	-2.4
COc1ccc(C2CC(=O)c3sc(N)nc3C2)cc1 (stereo unspecified)	-17.1%	-6.1	-0.1	-3.4%	0.7	4.0%	-14.0%	-1.8%	0.0
Cc1[nH][nH]c(=O)c1C(c1c(C)[nH][nH]c1=O)c1cn(Cc2cccc3ccccc23)c2ccccc12	7.52µM*	-19.6	-12.6	1.2%	?	?	?	-24.9%[57.1 µM]	-1.5
Cc1cc(C)c2nc(NNC(=O)c3ccc(S(=O)(=O)N4CCc5ccccc5C4)cc3)sc2c1	-1.3%	20.5	16.6	-3.6%	-1.2	?	-9.3%	-2.6%	-2.2
O=C(CSCc1cc(=O)[nH][nH]1)Nc1ccc(F)cc1	-11.9%	13.9	0.5	0.4%	7.0	-8.2%[7.66 µM]	13.9%[7.66 µM]	-3.5%	0.1
O=C1CC(NS(=O)(=O)c2cc(F)ccc2F)CN1c1cccc(F)c1 (stereo unspecified)	0.1%	6.0	4.9	12.6%	4.6	-13.8%	-1.4%	1.8%	0.4
CC(=O)Nc1nc2c(ccc3ccccc32)s1	-7.0%	-15.9	-1.4	-2.8%	-1.7	-7.0%	1.6%	-10.9%	0.1
O=C(Nc1ccc2c(c1)CCC2)c1cc2ccccc2o1	8.6%	12.7	-12.5	4.9%	1.5	?	-9.3%	-4.2%	0.6
CC(C)Cc1nc2oc3c(Cl)ncnc3c2c2c1CCCC2	-8.1%	-25.5	-2.6	4.8%	2.8	4.2%	3.1%	-7.7%	-4.2
O=C(NCCc1nc2ccccc2[nH]1)/C(=C/c1ccc(F)cc1)NC(=O)c1ccco1	-6.8%	-1.7	0.0	-1.4%	0.1	3.4%	4.8%	-3.9%	0.0
Cc1cc(C(=O)CSc2nnc(-c3ccco3)o2)c(C)n1CC1COc2ccccc2O1 (stereo unspecified)	2.8%	65.6	3.9	-11.2%	-3.9	?	-11.2%	-2.3%	-0.4
O=C(CNC(=O)c1ccccc1)OCN1C(=O)c2ccccc2C1=O	-1.0%	-2.9	2.0	4.0%	5.1	20.0%	5.0%	13.8%	-4.9
CN1CCN(C(=O)c2ccc3c(c2)N(Cc2ccc(Cl)cc2)C(=O)c2ccccc2S3(=O)=O)CC1	.	.	-13.7	0.2%	.	3.1%	-7.2%	.	.
Cc1ccnc(NC(=O)c2cccc(NC(=O)Cc3ccccc3)c2)c1	-2.9%	-3.6	17.9	10.6%	-3.7	?	?	12.2%	-5.9
CCC(C(=O)N1CCN(c2cccc(Cl)c2)CC1)c1ccccc1 (stereo unspecified)	-0.8%	-59.0*	0.4	-3.3%	7.5	5.01µM*	-20.8%	-14.2%	2.2
COc1ccc(NC(=O)[C@H](NC(=O)[C@@H]2Cc3ccccc3CN2)c2ccccc2)cc1	-0.5%	-97.8*	-28.5	-3.0%	0.3	-22.4%	-14.6%	0.7%	-2.8
O=C(COC(=O)c1cc(-c2ccccc2)nc2ccccc12)Nc1ccc2c(c1)OCO2	-6.9%	-6.6	0.7	2.7%	0.8	-3.3%	-8.3%	-10.1%	-1.8
O=C(NCc1ccccc1)c1cc(C2CCCN(S(=O)(=O)c3cccc4cccnc34)C2)on1 (stereo unspecified)	-1.4%	-7.0	1.5	4.0%	0.9	2.7%	2.4%	3.0%	-0.4
C[C@@H]1CN([C@@H](C)CO)C(=O)CCCn2nncc2CO[C@H]1CN(C)C(=O)Nc1ccc(C(F)(F)F)cc1	?	-16.1	-9.2	7.7%	-4.1	?	-5.6%	3.1%	-3.5
COc1cc2nc(N(CCCN(C)C)C(=O)c3ccc(S(=O)(=O)N4CCc5ccccc5C4)cc3)sc2cc1OC	-2.9%	-28.0	-4.2	-8.2%	5.7	?	?	-23.4%	-1.1
O=C(NCc1ccccc1)OC1CC2CC1[C@H]1CCCCN1C2=O (stereo partly specified)	-13.9%	-24.3	-8.2	8.3%	1.2	20.3%	7.6%	9.8%	-0.2
CS(=O)(=O)c1ccc(-c2cccc(NC(=O)c3ccco3)c2)nn1	-0.2%	18.1	1.9	1.6%	0.0	5.7%	-10.0%	-10.1%	4.7
COc1ccc(N(C)S(=O)(=O)c2cccc(C(=O)NCc3ccc(C)cc3)c2)cc1	-0.2%	2.6	3.8	13.5%	5.2	?	-4.0%	-11.6%	-6.1
CC1CCC2(CC1)NC(=O)N(Cc1cc(=O)n3ccsc3n1)C2=O (stereo unspecified)	-4.3%	3.3	0.7	5.0%	-8.7	8.2%	21.7%	1.3%	-0.5
Cc1ccc(S(=O)(=O)N2C[C@H]3N(C(=O)OC(C)C)N(C(=O)OC(C)C)C[C@H](OC(=O)NC4CCCC4)[C@@]3(O)C2)cc1	-7.8%	-5.0	-1.8	5.4%	-7.8	-23.0%	-28.5%	0.4%	-0.5
COc1ccc(CNC(=O)COC(=O)c2cnccn2)cc1	-8.5%	-8.3	11.2	14.1%	.	0.0%	-0.8%	1.8%	-3.1
CC1CCCCN1CCCNC(=O)C1CCN(c2nc3ccccc3o2)CC1 (stereo unspecified)	-12.4%	?	0.3	-1.7%	1.4	-13.5%	11.0%	2.7%	-2.5

Two records picked at random from those above, as already listed:
SMILES	PLK1 PBD block	D3 antag	D3 ag	GLP1R ag	PI5P4K alpha inh	GLP1R inv ag	HEK293 tox	WRN helicase inh	IL2 activator
O=C1CC(NS(=O)(=O)c2cc(F)ccc2F)CN1c1cccc(F)c1 (stereo unspecified)	0.1%	6.0	4.9	12.6%	4.6	-13.8%	-1.4%	1.8%	0.4
O=C(c1ccc(CS(=O)c2ccccc2Cl)o1)N1CCN(C2CCCCC2)CC1 (stereo unspecified)	1.7%	-22.9	-9.7	-6.7%	1.1	-15.6%	-15.5%	18.9%	-3.4
